BaF3 tox: reduces parental Ba/F3 cell viability, JAK2V617F counter-screen; inhibition, % at 5.6 µM; CellTiter-Glo ATP luminescence; AID 1486; 220,000 tested, 1.1% active;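 active = inhibition above a per-campaign cutoff, the mean inhibition of all tested compounds plus 3 SD, cut at about 27% in these data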;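 note: 0% = DMSO wells and 100% = JAK Inhibitor I control wells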
Furin inh: blocks human furin protease activity; inhibition, % at 30 µM; 220,000 tested, 0.061% active; purified furin, fluorogenic substrate cleavage; P09958; in the data active = inhibition above about 25%; note: inactives centre near -15
Target sequence (P09958 108-714 limits assumed): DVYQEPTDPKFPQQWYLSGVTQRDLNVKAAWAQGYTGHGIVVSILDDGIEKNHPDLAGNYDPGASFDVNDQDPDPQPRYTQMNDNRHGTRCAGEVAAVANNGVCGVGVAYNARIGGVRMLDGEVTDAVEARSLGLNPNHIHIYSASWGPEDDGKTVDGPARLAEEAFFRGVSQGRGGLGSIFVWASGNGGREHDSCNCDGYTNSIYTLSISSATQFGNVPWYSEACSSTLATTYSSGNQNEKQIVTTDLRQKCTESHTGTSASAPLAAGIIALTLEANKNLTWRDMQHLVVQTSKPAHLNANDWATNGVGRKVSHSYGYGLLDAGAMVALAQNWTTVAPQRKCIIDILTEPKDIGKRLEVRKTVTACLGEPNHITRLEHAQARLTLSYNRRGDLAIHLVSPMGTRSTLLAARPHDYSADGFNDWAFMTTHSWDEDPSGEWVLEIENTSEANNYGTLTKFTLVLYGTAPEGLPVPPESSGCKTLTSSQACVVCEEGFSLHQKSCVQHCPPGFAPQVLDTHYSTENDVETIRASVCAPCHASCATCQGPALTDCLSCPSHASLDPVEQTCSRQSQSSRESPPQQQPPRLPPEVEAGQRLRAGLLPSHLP
EP2 antag: EP2 receptor (human) inhibition; C6 glioma cells expressing human EP2, cAMP TR-FRET; cells stimulated with saturating PGE2; 260,000 tested, 0.52% active; inhibition, % at 25 µM; P43116;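 active = percent inhibition above 40 after rounding to a whole number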;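 note: rat C6 glioma host cells with rolipram phosphodiesterase inhibitor present; the protocol text gives 20 µM as final concentration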
RBBP9 inhibitor: human RBBP9 hydrolase inhibition | O75884 | recombinant RBBP9, FP-Rh probe fluorescence polarization | inhibition, % at 7.94 µM | 220,000 tested, 0.2% active;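 active = inhibition above the campaign mean of all tested compounds plus 3 SD, cut at about 14% in these data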;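 note: plate controls were DMSO wells with RBBP9 for no effect and wells lacking RBBP9 protein for full effect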
Target sequence (O75884 whole entry, looked up): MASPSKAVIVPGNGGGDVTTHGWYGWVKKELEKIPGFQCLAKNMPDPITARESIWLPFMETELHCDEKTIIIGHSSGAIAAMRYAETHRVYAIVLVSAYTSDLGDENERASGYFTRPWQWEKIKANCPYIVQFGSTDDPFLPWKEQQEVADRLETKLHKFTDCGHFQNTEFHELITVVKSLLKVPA
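System: RBBP9 protein / Quantity: 2.5 µM RBBP9 dispensing solution, before mixing / Also added: Serine-hydrolase probe FP-Rh, 375 nM pre-mixing / Dosing: 7.94 µM single dose, 0.794% DMSO / Timing: enzyme-compound preincubation 30 min, then probe labeling 45 min, 25 °C / Signal: FP readout at 525/598 nm / Controls: DMSO-treated enzyme wells and wells lacking RBBP9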
Ba/F3 V617F tox: reduce viability of Ba/F3 cells dependent on JAK2V617F | 220,000 tested, 1.1% active | inhibition, % at 5.6 µM | AID 1446 | Ba/F3 EpoR-JAK2V617F viability, ATP luminescence;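 active = inhibition above the campaign mean plus 3 SD over all tested compounds, cut at about 24% in these data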;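 note: cytokine-independent growth of Ba/F3 cells driven by EpoR plus mutant JAK2; 0% = DMSO-treated cells and 100% = JAK inhibitor I control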
p97 inhibitor: blocks human p97 ATPase activity. AID 1481. recombinant p97 ATPase, Kinase-Glo ATP luminescence, 3 h. 220,000 tested, 0.42% active. P55072. inhibition, % at 8 µM; in the data active = inhibition above about 15%;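 note: 0% = DMSO vehicle and 100% = wells lacking enzyme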
PPC-1+TRAIL kill: PPC-1 cancer cell killing with TRAIL present | cell killing (% activity), % at 4 µM | 220,000 tested, 0.41% active | PPC-1 cells + TRAIL, ATPLite viability luminescence;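 active = cell killing above 50% in the first pass at 4 µM, then a duplicate retest at 5 µM averaging 50% or more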;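 note: plate controls were cells with TRAIL plus DMSO for no effect and medium-only wells lacking cells for full effect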
p47phox inh: blocks human p47phox regulatory protein of NADPH oxidases; p47phox/p22phox peptide binding, fluorescence polarization, 2 h; inhibition, % at 24.7 µM; 220,000 tested, 0.53% active;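 active = inhibition above about 30%, limit read from the data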;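 note: 0% = p47phox with labelled peptide and 100% = labelled peptide alone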
Tb hexokinase: blocks Trypanosoma brucei hexokinase 1 activity. recombinant TbHK1, G6PDH-coupled NADH A340. inhibition, % at 10 µM. 220,000 tested, 0.11% active;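 active = inhibition of 50% or more in the single-dose primary screen; inactive = inhibition below 50%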
Starred values were filed as active, the others as inactive; . = not tested or not shown; & = joins results of further samples; [ ] = another dose, or the depositor's remark. A portion of the library. The share of hits here may be higher or lower than overall.

Start of the data: the first 3 compounds, ahead of the listing:
SMILES	BaF3 tox	Furin inh	EP2 antag	RBBP9 inhibitor	Ba/F3 V617F tox	p97 inhibitor	PPC-1+TRAIL kill	p47phox inh	Tb hexokinase
COc1cccc(OC)c1C(=O)N1CCN=C1SCc1cccnc1	1.5	-26.4	13.7	-4.2	-1.6	1.8	11.5	-0.8	-0.6
CN=C1S/C(=C\c2cn(CC(=O)OC)c3ccccc23)C(=O)N1C	0.8	-11.7	8.0	-2.5	-0.7	6.2	2.5	-22.9	-4.5
O=C1c2ccccc2C(Nc2ccc(Cl)cc2)N1CCN1CCOCC1 (stereo not given)	2.4	-28.0	10.3	-2.8	0.6	-1.4	-6.3	-10.3	-6.2

Main list, from the start:
SMILES	BaF3 tox	Furin inh	EP2 antag	RBBP9 inhibitor	Ba/F3 V617F tox	p97 inhibitor	PPC-1+TRAIL kill	p47phox inh	Tb hexokinase
COc1cccc(OC)c1C(=O)N1CCN=C1SCc1cccnc1	1.5	-26.4	13.7	-4.2	-1.6	1.8	11.5	-0.8	-0.6
CN=C1S/C(=C\c2cn(CC(=O)OC)c3ccccc23)C(=O)N1C	0.8	-11.7	8.0	-2.5	-0.7	6.2	2.5	-22.9	-4.5
O=C1c2ccccc2C(Nc2ccc(Cl)cc2)N1CCN1CCOCC1 (stereo not given)	2.4	-28.0	10.3	-2.8	0.6	-1.4	-6.3	-10.3	-6.2
COC(=O)c1ccc(CSc2nnc(-c3c[nH]c4ccccc34)n2C)o1	7.0	-31.1	11.0	-7.2	-1.1	-0.6	20.4	-1.4	2.0
CCOC(=O)c1cc(C(=O)c2cc(Br)ccc2O)coc1=N	4.8	-6.1	5.6	-11.7	2.7	-3.5	-7.3	-5.9	-8.7
COc1ccccc1NC(=O)CN(C)S(=O)(=O)c1ccc2c(c1)CCC(=O)N2	1.8	-21.9	9.0	-7.7	-2.5	6.5	-17.4	-5.5	3.1
O=C1NCCN1C(=O)C12CC3CC(CC(C3)C1)C2	2.4	-13.8	23.0	-3.8	0.5	1.8	16.2	-13.9	6.5
CCOC(=O)c1sc2nc3n(c(=O)c2c1C)CCCCC3	7.0	-10.5	.	2.2	-0.7	1.3	18.6	-2.6	-6.3
COc1ccc(OC)c(N2C(=O)CC(C(C)c3ccccc3)C2=O)c1 (stereo not given)	4.1	-19.9	25.7	-3.3	-0.7	4.3	3.6	-2.5	1.5
COc1cc(C(F)(F)F)c(C(=O)N(C)Cc2ccc(Cl)c(Cl)c2)cn1	-0.3	-4.9	14.3	2.3	0.9	-1.1	-25.6	-13.7	-6.9

Record cards (already shown). Screens in order: BaF3 tox	Furin inh	EP2 antag	RBBP9 inhibitor	Ba/F3 V617F tox	p97 inhibitor	PPC-1+TRAIL kill	p47phox inh	Tb hexokinase
Shown for O=C1NCCN1C(=O)C12CC3CC(CC(C3)C1)C2 = 2.4	-13.8	23.0	-3.8	0.5	1.8	16.2	-13.9	6.5
Shown for COC(=O)c1ccc(CSc2nnc(-c3c[nH]c4ccccc34)n2C)o1 = 7.0	-31.1	11.0	-7.2	-1.1	-0.6	20.4	-1.4	2.0

(next part)
SMILES	BaF3 tox	Furin inh	EP2 antag	RBBP9 inhibitor	Ba/F3 V617F tox	p97 inhibitor	PPC-1+TRAIL kill	p47phox inh	Tb hexokinase
CCOc1ccc(NS(=O)(=O)c2cc(OCC(N)=O)c(C)cc2Cl)cc1	3.4	-10.0	8.8	0.8	-0.1	3.0	28.3	0.0	-1.5
O=C(O)CNC(=S)N(Cc1ccccc1)Cc1cccnc1	9.4	-18.6	18.8	-4.1	3.8	2.4	-4.3	-2.1	-11.4
NC(N)=N/N=C/c1ccc(Cl)cc1Cl	1.0	-21.7	7.2	-4.3	4.4	2.4	13.1	-4.6	-17.9
Cc1ccc(NCC(=O)c2ccc([N+](=O)[O-])cc2)cc1	8.6	-7.7	5.1	1.1	-0.3	5.6	-2.8	-31.4	0.5
COC(=O)C(CCCN1C(=O)c2ccccc2C1=O)(NC(C)=O)c1nn[nH]n1 (stereo not given)	-1.5	-25.8	9.7	-9.5	-4.5	3.2	5.6	-11.5	-6.4
Cc1ccc2c(c1)c1nnc(SCC(=O)N3CCCc4ccccc43)nc1n2CC(=O)O	-0.4	-17.9	13.8	3.7	-1.5	0.7	4.6	-3.2	-19.4
O=C(CCCn1c(SCC(=O)c2ccc(F)cc2)nc2ccccc2c1=O)NCc1ccco1	4.5	-15.9	7.3	5.4	-3.0	7.9	-15.5	-18.1	-5.9
Cc1cccc(N2CN=c3s/c(=C\c4ccncc4)c(=O)n3C2)c1	2.8	-15.0[20 µM]	.	-10.6	-2.6	1.3	12.9	-11.9	-31.2
Clc1ccc(-c2nc3ccccc3[nH]2)cn1	-3.6	-26.7	8.3	-3.2	-2.3	1.6	-13.3	-3.0	-7.1
CCCOc1ccc(NC2=CC(=O)CC(C)(C)C2)cc1	4.3	-2.3[20 µM]	4.8	-4.1	1.9	-6.6	8.1	-3.0	-25.7
CCC(C)COC(=O)c1ccc(C(=O)O)cc1 (stereo not given)	2.8	-10.9	.	-12.1	1.9	1.3	16.2	7.3	1.1
O=C(CCCCCn1c(=O)[nH]c2ccsc2c1=O)NCc1ccc(F)cc1	7.9	-10.8[20 µM]	9.0	-4.2	1.4	-3.9	-4.9	-6.0	-1.1
Cc1c(Cl)c([N+](=O)[O-])nn1CCCC(=O)Nc1cccc(O)c1	1.6	-12.3	4.2	-5.4	3.8	11.2	9.9	5.4	4.1
CCOC(=O)c1ccc(-c2ccc(/C=N/NC(=O)Cc3nnc(N)s3)o2)cc1	-0.8	-12.3	5.4	0.3	-1.7	3.0	-10.1	-23.6	-24.3
CCN(CC)CCN1C(=O)c2ccccc2NC1c1ccc(C)cc1 (stereo not given)	-0.8	-27.1[20 µM]	2.0	-7.0	-0.9	2.1	5.8	-10.6	-1.0
Cc1cc(-c2ccccc2)nc(N(C)C)c1S(C)(=O)=O	4.2	-17.6	12.9	-8.0	2.2	-3.2	14.3	-10.2	-10.2
Cc1ccc(C(=O)O)cc1NC(=O)CSc1ncnc2sc3c(c12)CCC3	-3.8	-16.4	10.9	-10.1	-3.7	2.3	9.5	-4.6	-4.5
CC(=O)NCCNc1ccc([N+](=O)[O-])cc1C#N	2.2	-13.8	3.5	-4.2	0.9	-1.3	6.4	0.0	-27.7
CCN(CC)S(=O)(=O)c1ccc(N2CCCC2)c(NS(=O)(=O)c2ccc(OC)cc2)c1	0.8	-0.8	5.5	-6.1	-0.7	0.5	30.7	-15.4	25.5
CCc1nnc2c(N(C)C)nc3ccccc3n12	2.0	-21.8	11.6	-0.6	-2.9	2.1	9.5	-1.2	-14.3
C#Cc1ccc([C@@H]2C=C(C(=O)N3CCN(Cc4ccccc4)CC3)O[C@H](OCCCCO)C2)cc1	87.5*	-21.0	1.2	-8.9	93.9*	2.2	28.7	.	-6.0
C=CCNC(=O)c1c(Cl)cnn1-c1ccc(C)cc1	3.2	-7.0	4.3	1.3	0.7	-0.9	9.0	6.9	-1.1
OC(COc1ccc2cc(Br)ccc2c1)CN1CCCC1 (stereo not given)	7.8	-19.7[20 µM]	12.5	-4.8	0.8	0.9	27.0	-17.4	3.7
FC(F)(F)c1cccc(N2CCN(CC3CC4C=CC3C4)CC2)c1 (stereo not given)	4.6	-18.6[20 µM]	5.4	-5.8	5.2	-7.4	24.6	-1.9	3.6
O=S(=O)(Nc1ccc(Cc2ccncc2)cc1)N1CCCC1	1.1	-12.9[20 µM]	7.0	-2.0	-5.0	4.8	4.3	-7.0	5.2
Cc1cc2ccccn2c1C(=O)c1ccncc1	-1.5	-14.8[20 µM]	18.1	3.2	-5.5	3.5	-4.9	-4.7	-5.8
Cc1ccc(NC(=O)/C(C#N)=C/c2ccc(Sc3nc(C)cc(C)n3)o2)cc1	3.3	-6.7[20 µM]	11.4	-6.5	-2.6	0.0	20.9	-11.5	-16.2
O=C(COc1ccc2c(c1)CCC2)N1CCN(c2cccc(C(F)(F)F)c2)CC1	3.8	-1.3	12.2	9.6	-1.5	5.8	16.9	-7.7	36.1
C/C(=N\NC(=O)Cn1nc(C)cc1C)c1ccc([N+](=O)[O-])cc1	2.6	-1.4	16.0	0.0	2.7	-4.5	-1.1	-14.2	-33.6
CCOc1cc(S(=O)(=O)N2CCCCCC2)ccc1F	2.7	-14.1[20 µM]	6.2	6.2	-4.5	3.5	-6.1	-3.7	-2.9
CCOc1ccc(NC(=S)/C(=C(\[O-])c2ccc(C)c([N+](=O)[O-])c2)[n+]2ccccc2)cc1	13.2	-2.2[20 µM]	5.0	3.6	-2.1	2.4	11.9	-6.5	-33.9
CN(Cc1ncc[nH]1)Cc1cn(-c2ccccc2)nc1-c1ccc2c(c1)OCO2	3.1	-16.0	3.0	-5.7	0.2	3.6	-0.6	-14.5	-0.7
CCOCCCn1c(=NC(C)=O)c(C#N)cc2c(=O)n3cccc(C)c3nc21	0.7	-84.7	13.9	0.5	2.5	2.3	-5.0	-15.4	-14.2
Cc1ccc(OCc2cn3cccnc3n2)cc1	6.0	-12.9	2.1	-7.5	1.9	3.1	13.6	5.0	-2.7
CNC1(c2nnnn2-c2ccccc2C)CCOC(C)(C)C1 (stereo not given)	6.2	-16.0	9.3	-1.9	-5.8	7.0	-13.3	-5.7	-5.9
CNC(=O)COc1ccc(-c2nn(C)c(=O)c3ccccc23)cc1	6.0	-26.9[20 µM]	8.0	0.1	-1.8	5.2	-7.4	-2.5	-3.8
Cc1cccc(OCCC(=O)Nc2ccc(F)c(Cl)c2)c1	1.1	10.2	12.6	-12.9	-3.4	-2.8	4.4	-4.4	37.1
C=CCOc1ccc(C(=O)NC2CCCCC2)cc1	5.1	-10.0[20 µM]	10.3	-1.8	-0.7	1.3	7.6	-9.1	-8.0
N#Cc1c(-c2ccc3c(c2)OCO3)csc1N	2.4	0.3[20 µM]	14.4	0.3	-0.9	5.1	10.2	-4.5	3.1
Cc1cccc(OCC2CCCN(Cc3nc(C4CC4)no3)C2)c1 (stereo not given)	7.7	-20.1	7.4	-5.0	0.1	-1.4	4.0	-5.4	6.7
CCc1ccc(N2CC34C=CC(O3)C(C(=O)OC(C)C)C4C2=O)cc1 (stereo not given)	-2.2	-8.3	4.8&8.1	-6.7	-1.2	-0.5	.	-12.6	4.5
Cc1cccc(C)c1NC(=O)N1CCN(C2CCCCC2)CC1	1.3	-27.0[20 µM]	11.5	-5.8	-3.4	0.3	8.7	-2.9	2.1
C=CCNS(=O)(=O)CC12CCC(CC1=O)C2(C)C (stereo not given)	0.6	-4.0[20 µM]	15.3	3.7	-3.8	3.3	1.3	4.4	-3.1
Cc1cc(C)c2nc(/N=C(\N)NC(=O)c3ccccc3)nc(C)c2c1	-6.8	-28.3	10.5	-2.1	0.5	-0.1	16.8	-14.7	-4.6
CCn1c(SCC(=O)Nc2nc3ccccc3s2)nnc1-c1ccc(OC)cc1	1.0	-0.4[20 µM]	7.9	-18.3	0.7	-4.8	24.3	-9.6	5.3
CCOc1ccc2c(C)cc(=O)oc2c1OCC	1.2	-12.7[20 µM]	7.2	2.0	-2.7	0.5	2.1	-15.3	-15.0
COc1ccc(CCNC(=O)CN2CCC(C(N)=O)CC2)cc1	1.7	-16.0	6.6	-6.6	-2.1	5.5	2.8	-8.4	0.4
C/C(=N\OC(=O)c1cccc(Cl)c1)c1sc(C)nc1C	5.2	-1.6[20 µM]	6.6	-2.5	6.3	-7.6	23.6	1.4	8.2
